Screens (PubChem)
UHRF1 MBD2 ctr: UHRF1 methyl-DNA binding inhibition. Q96T88. UHRF1 binding to methylated oligo, TR-FRET. inhibition, % at 4.4 µM. 370,000 tested, 0.75% active; in the data active means inhibition above about 21%;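 further: UHRF1 SRA domain binding a hemimethylated CpG hairpin DNA probe; 0% = median of test compound wells and 100% = reference inhibitor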
ARFGAP1 inhibitor: rat ARFGAP1 inhibition; Q62848; inhibition, % at 16.5 µM; Arfgap1-stimulated ARF1 GTP hydrolysis, GDP FP detection; 360,000 tested, 0.26% active; AID 651572;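 active means inhibition above a per-plate limit, mean inhibition of low control wells plus 3 SD, cut at about 25% in these data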;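 further: 0% = DMSO wells with enzyme and 100% = wells lacking Arfgap1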
Target sequence (Q62848 1-136 limits assumed): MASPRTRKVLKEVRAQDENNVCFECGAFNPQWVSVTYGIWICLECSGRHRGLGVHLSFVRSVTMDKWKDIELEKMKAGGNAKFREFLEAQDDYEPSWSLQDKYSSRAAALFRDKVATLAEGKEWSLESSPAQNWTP
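Assay system: Rat Arfgap1 GAP domain (His6, aa 1-136), purified enzyme | Buffer or medium: HEPES 25 mM pH 7.5, NaCl 150 mM, MgCl2, DTT | Schedule: GTP hydrolysis reaction 2 h at 25 °C | Signal: FP of antibody-bound GDP Alexa 633 tracer, ex 620/em 688 nm | Measure: Percent inhibition of Arfgap1-stimulated GTP hydrolysis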
ASAP1 GAP inh: inhibitors of human ASAP1 ArfGAP activity; ASAP1-stimulated ARF1 GTP hydrolysis, GDP FP detection; Q9ULH1; 360,000 tested, 0.19% active; AID 624377; inhibition, % at 16.5 µM; in the data active means inhibition above about 25%;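 further: 0% = vehicle with enzyme and substrate and 100% = no enzyme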
DDE Tn7 FP inh: inhibitors of Tn7 peptide binding to human fibrin DD(E) | P02675 | FP displacement of FITC-Tn7 peptide from fibrin DD(E); 0% = median of compound wells per plate | inhibition, % at 8.3 µM | 370,000 tested, 0.13% active | AID 720508;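 active means inhibition above the mean of compounds falling within the control limits plus 3 SD of them, cut at about 14% in these data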;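 further: 0% = plate median of compound wells and 100% = 10 µM Aha-Tn7 peptide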
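Test system: human clot-derived fibrin DD(E) complex / Quantity: 2 µM final DD(E) protein / Incubation: 10 min plus 3 h, room temperature / Measured by: fluorescence polarization / Benchmarks: high control of 10 µM Aha-Tn7 peptide / Replicates: singlicate testing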
sPLA2-III inh: Blocks human group III sPLA2 activity; Q9NZ20; QFRET BODIPY PC-A2 liposome hydrolysis, fluorescence; inhibition, % at 12.2 µM; 370,000 tested, 0.56% active; AID 743126;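 active means inhibition above mean plus 3 SD of compounds lying within the high and low control bounds, cut at about 19% in these data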;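 further: 0% = median of test compound wells and 100% = no enzyme DMSO wells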
NR1D1 modulator: modulates human Rev-erb alpha binding to DNA; P20393; Rev-erbα–FITC-DNA binding, fluorescence polarization, 90 min; activity, % at 10 µM; 370,000 tested, 0.79% active;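 active means activity above about 14%, limit read from the data; passing the limit was not always enough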;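 further: 0% = DMSO wells with 35 nM protein and 100% = DMSO wells with 750 nM protein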
Target sequence (P20393 whole entry, looked up): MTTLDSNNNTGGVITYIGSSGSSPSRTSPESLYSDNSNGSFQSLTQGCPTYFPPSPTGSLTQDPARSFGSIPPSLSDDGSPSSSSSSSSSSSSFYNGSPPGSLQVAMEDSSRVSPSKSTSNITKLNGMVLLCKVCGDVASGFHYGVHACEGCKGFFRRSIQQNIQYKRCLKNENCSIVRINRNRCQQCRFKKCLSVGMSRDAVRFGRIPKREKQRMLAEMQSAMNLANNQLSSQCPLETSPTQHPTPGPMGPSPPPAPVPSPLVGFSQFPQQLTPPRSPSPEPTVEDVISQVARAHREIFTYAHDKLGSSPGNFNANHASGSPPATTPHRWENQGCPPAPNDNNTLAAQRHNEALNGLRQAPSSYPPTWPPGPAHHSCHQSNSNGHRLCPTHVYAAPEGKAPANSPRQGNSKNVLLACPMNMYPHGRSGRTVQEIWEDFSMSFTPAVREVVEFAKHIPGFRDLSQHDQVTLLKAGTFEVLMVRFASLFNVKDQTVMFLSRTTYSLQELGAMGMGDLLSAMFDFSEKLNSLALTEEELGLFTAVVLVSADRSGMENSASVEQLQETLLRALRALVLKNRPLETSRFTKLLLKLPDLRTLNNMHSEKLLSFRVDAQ
PLCg1 inh: inhibitors of human phospholipase C gamma1 | P19174 | purified PLC-gamma1, fluorogenic substrate, fluorescence | inhibition, % at 12.2 µM | 370,000 tested, 0.84% active | AID 720700; in the data active means inhibition above about 9.5%
PLC-beta3 inh: PLC-beta3 (human) inhibition, primary screen; AID 720704; 370,000 tested, 0.18% active; inhibition, % at 12.2 µM; Purified PLC-beta3, fluorogenic substrate, fluorescence; Q01970; in the data active means inhibition above about 11%;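 further: 0% = median of compound wells on plate and 100% = full blocker control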
KLK7 zymogen act: proKLK7 (human) activation, primary screen; purified proKLK7, EDANS-DABCYL substrate fluorescence; 100% is mature enzyme control, 0% vehicle; activation, % at 7 µM; 370,000 tested, 0.9% active;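 active means activation above the mean of all tested compounds plus 3 SD, computed per campaign excluding outliers beyond control limits, cut at about 13% in these data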
Target sequence (P49862 whole entry, looked up): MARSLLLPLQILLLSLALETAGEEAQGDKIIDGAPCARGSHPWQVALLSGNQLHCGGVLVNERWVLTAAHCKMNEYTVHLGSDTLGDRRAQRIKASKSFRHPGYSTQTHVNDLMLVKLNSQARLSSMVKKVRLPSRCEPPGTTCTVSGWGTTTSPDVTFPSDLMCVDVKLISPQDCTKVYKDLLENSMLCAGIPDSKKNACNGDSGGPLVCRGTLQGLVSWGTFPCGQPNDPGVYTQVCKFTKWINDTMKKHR
Tn6 DDE FP: DD(E)-Tn6 binding inhibition, primary FP screen; P02675; AID 720509; 370,000 tested, 0.21% active; inhibition, % at 8.3 µM; Fibrin DD(E) TRITC-Tn6 fluorescence polarization displacement;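 active means inhibition above a per-campaign cutoff: mean of compounds within control limits plus 3 SD, cut at about 15% in these data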;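 further: 0% = median of all compound wells on the plate and 100% = blocking peptide control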
Numbers without * were called inactive. Rows were taken by chance; 4.5% or so of the library scored in one or more.

What do the screens show for `CCN(CC)CCNC(=O)C1c2cc(OC)c(OC)cc2C(=O)N2CCc3ccccc3C12` (stereo not drawn)?
UHRF1 MBD2 ctr: 0; ARFGAP1 inhibitor: 5; ASAP1 GAP inh: 8; DDE Tn7 FP inh: 5; sPLA2-III inh: 2; NR1D1 modulator: 3; PLCg1 inh: 9; PLC-beta3 inh: -8; KLK7 zymogen act: -0.1; Tn6 DDE FP: -1

How did CO[C@H]([C@H](C)/C=C/N(C)C=O)[C@@H](C)C(=O)CC[C@H](C)[C@H](O)[C@H](C)[C@H]1OC(=O)/C=C/C(C)=C/C[C@H](O)C[C@@H]2C=CC[C@@H](C[C@H](OC)[C@@H](CO)[C@@H](OC)C[C@@H](OC)[C@@H]1C)O2 do in these assays?
UHRF1 MBD2 ctr: 4; DDE Tn7 FP inh: -3; sPLA2-III inh: -10; NR1D1 modulator: -5; PLCg1 inh: 9; PLC-beta3 inh: 9; Tn6 DDE FP: -3

What do the screens show for `O=S(=O)(N1CCOCC1)N1CCOCC1`?
UHRF1 MBD2 ctr: 1; ARFGAP1 inhibitor: 3; ASAP1 GAP inh: 7; DDE Tn7 FP inh: 0; sPLA2-III inh: 4; NR1D1 modulator: 13; PLCg1 inh: 3; PLC-beta3 inh: -6; KLK7 zymogen act: 0.5; Tn6 DDE FP: 8

What do the screens show for `COc1ccccc1NC(=O)c1oc2ccccc2c1NC(=O)c1ccco1`?
UHRF1 MBD2 ctr: -2; ARFGAP1 inhibitor: 0; ASAP1 GAP inh: -2; DDE Tn7 FP inh: 6; sPLA2-III inh: 2; NR1D1 modulator: 27*; PLCg1 inh: -8; PLC-beta3 inh: -11; KLK7 zymogen act: -0.4; Tn6 DDE FP: -1

Results for COc1cccc(CN2CCN(Cc3cccc(Oc4ccccc4)c3)CC2)c1OC ?
UHRF1 MBD2 ctr: 6; ARFGAP1 inhibitor: 7; ASAP1 GAP inh: -3; DDE Tn7 FP inh: -9; sPLA2-III inh: -15; NR1D1 modulator: 3; PLCg1 inh: 4; PLC-beta3 inh: -1; KLK7 zymogen act: 0.7; Tn6 DDE FP: 5

How did CCO[C@H]1OC(C(=O)N2CCN(C)CC2)=C[C@@H](c2ccc3c(c2)OCO3)[C@@H]1CCCO do in these assays?
UHRF1 MBD2 ctr: 3; ARFGAP1 inhibitor: -18; ASAP1 GAP inh: -4; DDE Tn7 FP inh: -1; sPLA2-III inh: 1; NR1D1 modulator: 3; PLCg1 inh: 7; PLC-beta3 inh: 20*; KLK7 zymogen act: 0.2; Tn6 DDE FP: -10

How did Cc1c(C(=O)Nc2ccc(Cl)cc2)c2ccccn2c1C(=O)c1ccccc1 do in these assays?
UHRF1 MBD2 ctr: -1; ARFGAP1 inhibitor: -8; ASAP1 GAP inh: -1; DDE Tn7 FP inh: -2; sPLA2-III inh: -3; NR1D1 modulator: 43*; PLCg1 inh: -3; PLC-beta3 inh: -2; KLK7 zymogen act: 0.2; Tn6 DDE FP: 7

What do the screens show for `Cc1ccc(S(=O)(=O)N(C)C)cc1NC(=O)COc1cccc(-n2cnnn2)c1`?
UHRF1 MBD2 ctr: -2; ARFGAP1 inhibitor: 14; ASAP1 GAP inh: -8; DDE Tn7 FP inh: -5; sPLA2-III inh: -2; NR1D1 modulator: -10; PLCg1 inh: 0; PLC-beta3 inh: -4; KLK7 zymogen act: 0.0; Tn6 DDE FP: -1

How did CC(=O)c1c(C)[nH]c(C(=O)NCCN2CCC(C)CC2)c1C do in these assays?
UHRF1 MBD2 ctr: -1; ARFGAP1 inhibitor: -7; ASAP1 GAP inh: -1; DDE Tn7 FP inh: 5; sPLA2-III inh: -8; NR1D1 modulator: 2; PLCg1 inh: -1; PLC-beta3 inh: 1; KLK7 zymogen act: 0.1; Tn6 DDE FP: 8

What do the screens show for `CCN(CC)c1ccc(C(=O)N/N=C/c2ccc(OC)cc2OC)cc1`?
UHRF1 MBD2 ctr: 1; ARFGAP1 inhibitor: -14; ASAP1 GAP inh: 21; DDE Tn7 FP inh: 1; sPLA2-III inh: -1; NR1D1 modulator: -2; PLCg1 inh: -30; PLC-beta3 inh: -38; KLK7 zymogen act: 0.9; Tn6 DDE FP: -3

How did O=C(NC1CCC(=O)N(CCOc2ccccc2)CC1)OCc1ccccc1 (stereo not drawn) do in these assays?
UHRF1 MBD2 ctr: -1; ARFGAP1 inhibitor: 3; ASAP1 GAP inh: -1; DDE Tn7 FP inh: 1; sPLA2-III inh: -1; NR1D1 modulator: 1; PLCg1 inh: 1; PLC-beta3 inh: -1; KLK7 zymogen act: 0.0; Tn6 DDE FP: 0

Results for O=C1OC(NC(=O)c2ccccc2)C(N2CCOCC2)=C1Cl (stereo not drawn) ?
UHRF1 MBD2 ctr: 0; ARFGAP1 inhibitor: 11; ASAP1 GAP inh: -2; DDE Tn7 FP inh: -6; sPLA2-III inh: 6; NR1D1 modulator: -4; PLCg1 inh: 0; PLC-beta3 inh: 3; KLK7 zymogen act: 0.2; Tn6 DDE FP: 2

Fetched one by one from the list above:
Results for COc1cccc(CN2CCN(Cc3cccc(Oc4ccccc4)c3)CC2)c1OC ?
UHRF1 MBD2 ctr: 6; ARFGAP1 inhibitor: 7; ASAP1 GAP inh: -3; DDE Tn7 FP inh: -9; sPLA2-III inh: -15; NR1D1 modulator: 3; PLCg1 inh: 4; PLC-beta3 inh: -1; KLK7 zymogen act: 0.7; Tn6 DDE FP: 5

How did CO[C@H]([C@H](C)/C=C/N(C)C=O)[C@@H](C)C(=O)CC[C@H](C)[C@H](O)[C@H](C)[C@H]1OC(=O)/C=C/C(C)=C/C[C@H](O)C[C@@H]2C=CC[C@@H](C[C@H](OC)[C@@H](CO)[C@@H](OC)C[C@@H](OC)[C@@H]1C)O2 do in these assays?
UHRF1 MBD2 ctr: 4; DDE Tn7 FP inh: -3; sPLA2-III inh: -10; NR1D1 modulator: -5; PLCg1 inh: 9; PLC-beta3 inh: 9; Tn6 DDE FP: -3

Further entries follow:
What do the screens show for `CCOc1ccc(NC(=O)CS(=O)(=O)c2cn(C)c3ccccc23)cc1`?
UHRF1 MBD2 ctr: 2; ARFGAP1 inhibitor: -1; ASAP1 GAP inh: 5; DDE Tn7 FP inh: -5; sPLA2-III inh: -3; NR1D1 modulator: -1; PLCg1 inh: -2; PLC-beta3 inh: 0; KLK7 zymogen act: 0.7; Tn6 DDE FP: -9

How did O=C(COc1ccc(S(=O)(=O)NC2CCCCC2)cc1)Nc1ccc2c(c1)OCCO2 do in these assays?
UHRF1 MBD2 ctr: 1; ARFGAP1 inhibitor: -1; ASAP1 GAP inh: 7; DDE Tn7 FP inh: 9; sPLA2-III inh: -15; NR1D1 modulator: 2; PLCg1 inh: -1; PLC-beta3 inh: -1; KLK7 zymogen act: -0.2; Tn6 DDE FP: 6

What do the screens show for `CCN1C(=O)[C@H]2[C@@H](c3ccc(-c4ccccc4)cc3)N[C@@](C)(C(=O)OC)[C@H]2C1=O`?
UHRF1 MBD2 ctr: 1; ARFGAP1 inhibitor: -3; ASAP1 GAP inh: 5; DDE Tn7 FP inh: 7; sPLA2-III inh: 8; NR1D1 modulator: -1; PLCg1 inh: 0; PLC-beta3 inh: 1; KLK7 zymogen act: 0.5; Tn6 DDE FP: -14

How did CC(C)/C(=N\NC(=O)Nc1ccccc1)c1ccccc1 do in these assays?
UHRF1 MBD2 ctr: 2; ARFGAP1 inhibitor: -13; ASAP1 GAP inh: 4; DDE Tn7 FP inh: 5; sPLA2-III inh: 5; NR1D1 modulator: 0; PLCg1 inh: -3; PLC-beta3 inh: -2; KLK7 zymogen act: -0.1; Tn6 DDE FP: -2

Results for CN(c1ccccc1)S(=O)(=O)c1cccc(NC(=O)CCNC(=O)c2ccc(Cl)cc2)c1 ?
UHRF1 MBD2 ctr: 1; ARFGAP1 inhibitor: 7; ASAP1 GAP inh: 3; DDE Tn7 FP inh: -1; sPLA2-III inh: -49; NR1D1 modulator: -4; PLCg1 inh: 4; PLC-beta3 inh: -3; KLK7 zymogen act: 0.1; Tn6 DDE FP: 4

How did Cc1ccccc1NC(=O)CSc1nc2n(n1)CCCCC2 do in these assays?
UHRF1 MBD2 ctr: -3; ARFGAP1 inhibitor: 9; ASAP1 GAP inh: -9; DDE Tn7 FP inh: 5; sPLA2-III inh: -7; NR1D1 modulator: -4; PLCg1 inh: 4; PLC-beta3 inh: 1; KLK7 zymogen act: 0.5; Tn6 DDE FP: 0

What do the screens show for `Cc1cc(N2CCN(Cc3nc(-c4ccc(Cl)cc4)oc3C)CC2)cc(C)n1`?
UHRF1 MBD2 ctr: 3; ARFGAP1 inhibitor: -5; ASAP1 GAP inh: -7; DDE Tn7 FP inh: 2; sPLA2-III inh: 5; NR1D1 modulator: -3; PLCg1 inh: -4; PLC-beta3 inh: -9; KLK7 zymogen act: 0.3; Tn6 DDE FP: 6

Results for COCCC(=O)NC12CC3CC(CC(C3)C1)C2 ?
UHRF1 MBD2 ctr: 1; ARFGAP1 inhibitor: 6; ASAP1 GAP inh: 5; DDE Tn7 FP inh: -3; sPLA2-III inh: 2; NR1D1 modulator: 1; PLCg1 inh: 3; PLC-beta3 inh: 2; KLK7 zymogen act: -0.2; Tn6 DDE FP: 1

Results for CCCN(CC(=O)Nc1ccccc1C)C(=O)c1cc(=O)[nH]c2ccccc12 ?
UHRF1 MBD2 ctr: -1; ARFGAP1 inhibitor: 0; ASAP1 GAP inh: -10; DDE Tn7 FP inh: 4; sPLA2-III inh: 2; NR1D1 modulator: -8; PLCg1 inh: -10; PLC-beta3 inh: -15; KLK7 zymogen act: 0.7; Tn6 DDE FP: -2

What do the screens show for `COc1ccccc1C#Cc1cnc2c(c1)C(=O)N([C@H](C)CO)C[C@@H](C)[C@@H](CN(C)C(=O)c1ccc3c(c1)OCO3)O2`?
UHRF1 MBD2 ctr: 1; ARFGAP1 inhibitor: 1; ASAP1 GAP inh: 14; DDE Tn7 FP inh: -3; sPLA2-III inh: -7; NR1D1 modulator: -8; PLCg1 inh: -18; PLC-beta3 inh: -20; KLK7 zymogen act: -1.2; Tn6 DDE FP: -3

How did COc1ccc(C(=O)NC(=S)NNC(=O)c2ccc(O)cc2)cc1[N+](=O)[O-] do in these assays?
UHRF1 MBD2 ctr: 0; ARFGAP1 inhibitor: 14; ASAP1 GAP inh: 10; DDE Tn7 FP inh: -3; sPLA2-III inh: 15; NR1D1 modulator: -5; PLCg1 inh: 1; PLC-beta3 inh: -5; KLK7 zymogen act: -0.1; Tn6 DDE FP: -5

How did O=C(Nc1nnc(C2COc3ccccc3O2)o1)c1ccc(F)cc1 (stereo not drawn) do in these assays?
UHRF1 MBD2 ctr: 2; ARFGAP1 inhibitor: 9; ASAP1 GAP inh: 1; DDE Tn7 FP inh: -4; sPLA2-III inh: -5; NR1D1 modulator: -1; PLCg1 inh: -4; PLC-beta3 inh: -5; KLK7 zymogen act: -0.4; Tn6 DDE FP: -11

How did CCN(CC)C(=O)CC[C@H]1CC[C@]2(CCCN(Cc3ccc(N(C)C)cc3)C2)O1 do in these assays?
UHRF1 MBD2 ctr: -2; DDE Tn7 FP inh: 1; sPLA2-III inh: 6; NR1D1 modulator: -4; PLCg1 inh: 1; PLC-beta3 inh: 2; KLK7 zymogen act: -0.6; Tn6 DDE FP: -1
